M4 ag = human M4 muscarinic receptor agonists, primary screen, CHO-K1 cells, Fluo-8 calcium fluorescence; Muscarinic acetylcholine receptor M4 (Homo sapiens), P08173; CHO-K1 hM4/Gqi5; vehicle 0%, full acetylcholine response 100%; activation, % at 3 µM; 360,000 tested, 0.14% active; AID 624127, 2012;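 active means activation above the run mean over all test wells plus 3 SD, cut at about 32% in these data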;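 further: peak over basal fluorescence ratio per well then scaled between controls; 0% = DMSO wells and 100% = acetylcholine at EC100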
Target sequence (P08173 whole entry, looked up): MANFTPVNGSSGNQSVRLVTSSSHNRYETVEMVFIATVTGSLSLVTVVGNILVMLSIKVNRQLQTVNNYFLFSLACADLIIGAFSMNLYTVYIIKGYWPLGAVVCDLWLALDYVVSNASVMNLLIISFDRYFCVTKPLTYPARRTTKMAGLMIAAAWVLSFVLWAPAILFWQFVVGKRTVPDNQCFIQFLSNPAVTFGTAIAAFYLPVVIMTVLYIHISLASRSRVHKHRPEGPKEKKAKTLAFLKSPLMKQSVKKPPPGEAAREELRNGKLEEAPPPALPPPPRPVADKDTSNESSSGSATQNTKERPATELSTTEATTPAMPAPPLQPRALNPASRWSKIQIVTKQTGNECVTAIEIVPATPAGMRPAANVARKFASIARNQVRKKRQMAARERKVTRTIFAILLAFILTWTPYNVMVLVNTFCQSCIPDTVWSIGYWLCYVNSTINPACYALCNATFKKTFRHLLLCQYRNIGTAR
CHO-K1 Ca antag = M1 antagonist counterscreen hit in parental CHO-K1 cells | inhibition, % at 3 µM | ATP-induced calcium, Fluo-8 fluorescence | 360,000 tested, 0.6% active;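 active means inhibition above a per-plate cutoff, the plate's mean sample inhibition plus 3 SD, cut at about 24% in these data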;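 further: 0% = DMSO plus EC80 ATP and 100% = DMSO alone without ATP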
M4 antag = human M4 muscarinic receptor antagonists, primary screen, CHO cells, Fluo-8 calcium fluorescence | Muscarinic acetylcholine receptor M4 (Homo sapiens), P08173 | CHO-hM4 cells, ACh EC80 | inhibition, % at 3 µM | 360,000 tested, 0.73% active;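 active means inhibition above its plate's cutoff, the mean inhibition of sample wells plus 3 SD, cut at about 27% in these data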;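 further: 0% = acetylcholine EC80 with DMSO and 100% = DMSO without agonist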
M5 antag = human M5 muscarinic receptor antagonists, primary screen, CHO cells, Fluo-8 calcium fluorescence; inhibition, % at 3 µM; CHO-hM5 cells, ACh EC80; 360,000 tested, 0.59% active; Muscarinic acetylcholine receptor M5 (Homo sapiens), P08912;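 active means inhibition above a per-plate cutoff, the mean of that plate's test compounds plus 3 SD, cut at about 27% in these data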;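 further: 0% = acetylcholine EC80 with DMSO and 100% = DMSO without agonist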
Target sequence (P08912 whole entry, looked up): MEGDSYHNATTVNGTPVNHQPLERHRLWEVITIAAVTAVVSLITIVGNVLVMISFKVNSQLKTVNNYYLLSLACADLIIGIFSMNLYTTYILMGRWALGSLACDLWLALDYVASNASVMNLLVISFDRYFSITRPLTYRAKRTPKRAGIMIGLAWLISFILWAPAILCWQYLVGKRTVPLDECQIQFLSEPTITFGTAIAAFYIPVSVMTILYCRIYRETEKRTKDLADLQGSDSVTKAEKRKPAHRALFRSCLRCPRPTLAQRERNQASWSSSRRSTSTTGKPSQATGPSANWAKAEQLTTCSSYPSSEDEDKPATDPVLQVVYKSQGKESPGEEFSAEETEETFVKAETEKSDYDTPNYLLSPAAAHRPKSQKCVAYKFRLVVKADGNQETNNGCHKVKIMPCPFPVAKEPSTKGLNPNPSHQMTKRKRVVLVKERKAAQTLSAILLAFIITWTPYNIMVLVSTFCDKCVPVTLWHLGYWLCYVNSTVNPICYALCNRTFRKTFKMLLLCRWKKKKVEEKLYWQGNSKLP
M5 ag = human M5 muscarinic receptor agonists, primary screen, CHO-K1 cells, Fluo-8 calcium fluorescence | Muscarinic acetylcholine receptor M5 (Homo sapiens), P08912 | CHO-K1 hM5 cells; 0% DMSO wells, 100% maximal acetylcholine response | activation, % at 3 µM | 360,000 tested, 0.19% active | AID 624037, 2012;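 active means activation above the run's mean over test compounds plus 3 SD, cut at about 23% in these data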;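 further: signal is peak over basal fluorescence ratio across the kinetic read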
CHRM4 PAM = human M4 muscarinic receptor positive allosteric modulators, primary screen, CHO-K1 cells, Fluo-8 calcium fluorescence. Muscarinic acetylcholine receptor M4 (Homo sapiens), P08173. CHO-K1 hM4/Gqi5, ACh EC20; 0% = ACh EC20, 100% = maximal ACh. activation, % at 3 µM. 360,000 tested, 0.4% active;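 active means activation above its plate's cutoff, the mean activation of sample wells plus 3 SD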; further: some results filed as inactive read as strong as hits
CHO-K1 Ca ag = counter-screen for M1 agonists: effect in parental CHO-K1 cells; 360,000 tested, 0.48% active; activation, % at 3 µM; AID 602248, 2012; Fluo-8 calcium fluorescence; scaled to maximal ATP response, vehicle zero; in the data active means activation above about 15%;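 further: untransfected CHO-K1 host cells lacking M1 receptor as counterscreen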
CHRM5 PAM = human M5 muscarinic receptor positive allosteric modulators, primary screen, CHO-K1 cells, Fluo-8 calcium fluorescence; 360,000 tested, 0.3% active; CHO-K1 hM5, ACh EC20 PAM; 0% = ACh EC20, 100% = ACh EC100; AID 624038, 2012; Muscarinic acetylcholine receptor M5 (Homo sapiens), P08912; activation, % at 3 µM;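 active means activation above the run cutoff, the mean activation of all test compounds plus 3 SD, cut at about 18% in these data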
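System – CHO-K1 hM5 cells · Compound – 3 µM, single dose · Incubation – compound preincubation 140 s before EC20 acetylcholine addition · Technique – Fluo-8 calcium fluorescence · Measure – Max/basal fluorescence ratio as % of EC20–EC100 ACh window · Benchmarks – low control EC20 acetylcholine (0%), high control EC100 acetylcholine (100%) · Replication – singlicate, one well per test compound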
M1 PAM parental = nonselective calcium activators in parental CHO-K1 cells, primary screen, counter-screen for M1 PAM project, cell-based, Fluo-8 calcium fluorescence, full deck, 1536-well; ATP EC20; 0% at ATP EC20, 100% at ATP max; activation, % at 3 µM; 360,000 tested, 0.02% active; AID 602247, 2012;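 active means activation above the run cutoff, the mean activation of all test compounds plus 3 SD, cut at about 40% in these data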;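 further: peak over basal fluorescence ratio in a 140 s read after ATP addition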
Starred values were filed as active, the others as inactive.

SMILES	M4 ag	CHO-K1 Ca antag	M4 antag	M5 antag	M5 ag	CHRM4 PAM	CHO-K1 Ca ag	CHRM5 PAM	M1 PAM parental
Nc1c(-c2ccc(F)cc2)cnn1C1CCS(=O)(=O)C1 (configuration not stated)	0.3	0.7	3.2	8.8	2.6	-4.6	0.0	0.1	5.8
COc1ccccc1-n1cnc2cc(NC(=O)c3ccco3)ccc21	10.0	2.1	5.5	-6.2	4.9	-1.3	1.0	-3.3	5.9
Cn1c(=O)c2c(-c3ccc(C(C)(C)C)cc3)n(CC3CCCO3)cc2n(C)c1=O (configuration not stated)	0.4	-9.2	-7.1	-0.3	1.5	5.2	0.7	2.6	17.7
Cc1ccc(F)c(S(=O)(=O)NC(=O)C2(C)CCN2C(=O)C/C=C/c2ccccc2)c1 (configuration not stated)	1.0	-2.6	3.8	-5.8	0.8	1.0	0.0	-1.5	3.3
COC(=O)c1sccc1NC(=O)CC1C(=O)NCCN1C(=O)Nc1ccc(OCc2ccccc2)cc1 (configuration not stated)	4.4	-8.9	-0.1	17.5	-1.2	-9.4	1.8	-1.5	7.5
Cc1ccc(CN2CCN(Cc3cccc4c3OCO4)CC2CCO)cc1 (configuration not stated)	2.3	-8.0	-0.8	-0.9	-5.6	-5.8	0.3	-5.1	10.7
CCn1cc(C(=O)O)c(=O)c2cc(F)c(N3CCN(C(=S)NC(=O)c4ccccc4C)CC3)cc21	0.4	-11.0	-1.1	10.0	1.6	2.3	2.8	3.7	22.5
CN1CCN(CC(=O)c2cc(C(C)(C)C)c(O)c(C(C)(C)C)c2)CC1	1.8	-12.5	0.6	3.8	0.7	1.2	1.8	13.7	19.7
CN(CCc1ccccc1)C(=O)c1cccc(NC(=O)Cc2cccc(NC(=O)C3CCN(C(=O)c4ccccc4)CC3)c2)c1	-0.9	-11.1	-3.7	11.8	-1.9	11.7	0.9	-2.3	15.9
CCCCSc1cc(=O)[nH]c(N)n1	1.5	-5.4	-8.0	3.0	2.6	3.7	0.8	-0.2	6.6
Cc1cc(Cl)ccc1NC(=O)C1COc2ccccc2O1 (configuration not stated)	0.0	7.7	-8.2	2.4	-0.5	-1.8	-0.2	-5.7	-1.9
Cc1nc(C)c(-c2ccc(SCC(=O)Nc3cccc(Cl)c3)nn2)s1	7.5	6.7	-10.0	19.9	-3.5	5.6	11.5	-5.9	-15.4
COCCNc1nc(-c2ccccc2)nc2c1oc1ccccc12	1.9	-13.2	-5.9	7.9	-4.6	-2.8	0.6	1.6	16.1
O=C(COC(=O)[C@@H]1CCCN1S(=O)(=O)c1ccccc1F)NCc1ccc2c(c1)OCO2	4.8	-6.4	1.5	3.6	4.8	5.2	5.2	0.0	9.5
Cc1ccc(C(=O)N/N=C2\SCC(=O)N2c2cc(C)ccc2C)cc1	1.1	-9.3	-3.4	-4.2	0.1	4.4	1.7	1.8	11.8
Cc1occc1C(=O)Nc1ccc2ccccc2c1	-0.7	-15.5	-0.8	-2.7	-5.8	-8.7	-0.1	-2.2	21.7
CC(C)(C)c1ccc(OCC(=O)NNC(=S)NC(=O)c2ccco2)c(Br)c1	0.1	-9.9	-2.1	3.8	-2.7	0.3	0.3	3.9	7.4
O=S(=O)(CCSc1ccc(C(F)(F)F)cn1)c1ccccc1	0.0	-2.5	-1.2	8.1	-6.4	-7.2	-0.1	1.5	7.7
Cc1ccc(-n2ccnc2SCC(=O)O)c(C)c1	0.0	-5.8	5.4	-4.9	1.0	4.7	1.1	-0.7	11.6
O=c1cc(-c2ccccc2)[nH]c2ccc(F)cc12	1.6	-13.3	-5.1	-3.7	0.0	0.1	0.3	1.6	5.5

A draw from above in order of heavy-atom count, lowest first:
SMILES	M4 ag	CHO-K1 Ca antag	M4 antag	M5 antag	M5 ag	CHRM4 PAM	CHO-K1 Ca ag	CHRM5 PAM	M1 PAM parental
CCCCSc1cc(=O)[nH]c(N)n1	1.5	-5.4	-8.0	3.0	2.6	3.7	0.8	-0.2	6.6
O=c1cc(-c2ccccc2)[nH]c2ccc(F)cc12	1.6	-13.3	-5.1	-3.7	0.0	0.1	0.3	1.6	5.5
Cc1occc1C(=O)Nc1ccc2ccccc2c1	-0.7	-15.5	-0.8	-2.7	-5.8	-8.7	-0.1	-2.2	21.7
O=S(=O)(CCSc1ccc(C(F)(F)F)cn1)c1ccccc1	0.0	-2.5	-1.2	8.1	-6.4	-7.2	-0.1	1.5	7.7
COCCNc1nc(-c2ccccc2)nc2c1oc1ccccc12	1.9	-13.2	-5.9	7.9	-4.6	-2.8	0.6	1.6	16.1
Cc1ccc(C(=O)N/N=C2\SCC(=O)N2c2cc(C)ccc2C)cc1	1.1	-9.3	-3.4	-4.2	0.1	4.4	1.7	1.8	11.8
Cc1ccc(CN2CCN(Cc3cccc4c3OCO4)CC2CCO)cc1 (configuration not stated)	2.3	-8.0	-0.8	-0.9	-5.6	-5.8	0.3	-5.1	10.7
Cn1c(=O)c2c(-c3ccc(C(C)(C)C)cc3)n(CC3CCCO3)cc2n(C)c1=O (configuration not stated)	0.4	-9.2	-7.1	-0.3	1.5	5.2	0.7	2.6	17.7
COC(=O)c1sccc1NC(=O)CC1C(=O)NCCN1C(=O)Nc1ccc(OCc2ccccc2)cc1 (configuration not stated)	4.4	-8.9	-0.1	17.5	-1.2	-9.4	1.8	-1.5	7.5
CN(CCc1ccccc1)C(=O)c1cccc(NC(=O)Cc2cccc(NC(=O)C3CCN(C(=O)c4ccccc4)CC3)c2)c1	-0.9	-11.1	-3.7	11.8	-1.9	11.7	0.9	-2.3	15.9

Other entries follow.
SMILES	M4 ag	CHO-K1 Ca antag	M4 antag	M5 antag	M5 ag	CHRM4 PAM	CHO-K1 Ca ag	CHRM5 PAM	M1 PAM parental
CC(C)Nc1nc(Cl)nc(NNC(=O)C(C)Oc2ccccc2)n1 (configuration not stated)	0.1	-1.6	-0.3	0.0	0.2	-0.8	0.0	1.7	-2.7
CC[C@]12c3[nH]c4cc(CCC(=O)N(C)C)ccc4c3CCN1C(=O)[C@@H](CC(=O)NCc1cccc(C(F)(F)F)c1)C[C@@H]2C(=O)N1CCN(C(=O)C2CC2)CC1	0.9	-8.7	-3.1	-7.5	0.0	1.0	0.0	5.8	13.9
CC(C(=O)NCc1ccccc1)N1CCN(c2ccc(F)cc2)CC1 (configuration not stated)	0.8	15.9	18.2	17.2	-1.1	-10.4	0.3	-7.6	-9.2
CC1Sc2ccccc2N(CC(=O)N(C(C)C)C(C)C)C1=O (configuration not stated)	0.3	-1.3	-0.7	-0.5	-7.3	0.3	0.6	-5.9	14.1
Cn1c(=O)c2ncn(CC(=O)NCCOc3ccc(C(C)(C)C)cc3)c2n(C)c1=O	1.5	18.9	2.7	3.1	-1.8	1.1	0.4	-7.4	-9.4
CCc1nnc(NC(=O)CSc2nnc(C)n2Cc2ccccc2)s1	0.2	-10.4	4.7	0.5	3.9	3.0	0.4	-1.7	7.2
COC(=O)c1cc2sccc2n1Cc1nc(-c2ccc(OC)cc2)oc1C	2.1	-10.9	13.8	-9.3	-0.8	-11.5	0.0	10.0	5.6
Cc1ccc2cc(CCNC(=O)c3cccc([N+](=O)[O-])c3)c(=O)[nH]c2c1C	16.8	3.9	1.1	6.1	4.4	-20.6	7.5	-12.9	6.1
COc1ccc(NC(=O)CS(=O)CC(=O)Nc2ccc(NC(C)=O)cc2)cc1 (configuration not stated)	2.5	-2.5	1.7	0.0	-1.7	-0.4	-0.5	11.9	-9.2
C[C@@H](NC(=O)[C@@H]1Cc2ccccc2CN1C(=O)OC(C)(C)C)C(=O)NCc1ccco1	0.6	-6.1	-11.1	13.7	-4.8	4.7	-0.1	-5.4	10.1
O=C(Nc1nnc(-c2cc(Cl)ccc2Cl)o1)C1=COCCO1	0.2	-2.0	-3.1	5.5	3.8	2.6	0.6	0.9	-1.0
CC(C)C[C@@H](CN1CCC[C@@H]1CN1C(=O)C(=O)NC[C@@H]1Cc1ccccc1)N1C[C@H](Cc2ccc(O)cc2)N(CC2CCCCCC2)C(=O)C1=O	-0.2	5.9	-5.5	-1.0	1.8	6.2	-0.3	3.0	-1.6
O=C(c1ccc2c(c1)OCO2)C1CCCN(Cc2c(F)ccc(F)c2F)C1 (configuration not stated)	-0.9	-19.5	18.4	10.4	-7.3	-19.4	-0.8	-9.2	10.3
Cc1ccc(S(=O)(=O)Cc2ccc(C(=O)N3CCN(c4cc(C)ccc4C)CC3)o2)cc1	0.8	-2.5	-0.6	3.6	-1.2	3.2	0.0	-3.3	9.2
CCCCCCCN1CCC(=O)N(CCO)CC1	0.7	-9.0	-3.0	8.1	-3.5	-7.0	0.5	3.8	14.1
O=C(COc1ccc(Cl)cc1)NC1=NN(c2ccccc2)C(=O)C1	0.6	11.8	-2.5	3.3	0.7	10.0	-0.2	9.6	-9.6
CC1CCC(NC(=O)CCNS(=O)(=O)c2ccc3c(c2)CCC(=O)N3)CC1 (configuration not stated)	-0.3	-12.3	-8.4	19.2	-4.2	0.8	-0.1	-9.0	-2.5
Cc1cc(C)c(C(=O)C[n+]2cccc(C(N)=O)c2)c(C)c1	0.1	-7.2	5.1	-3.3	1.0	-1.0	2.8	16.6	26.7
CC(C(=O)N1CCOCC1)N1c2cccc3cccc(c23)S1(=O)=O (configuration not stated)	2.1	-16.5	2.8	1.1	0.9	1.2	1.1	-0.7	13.0
CCCOc1ccc(S(=O)(=O)NNC(=O)c2cc3ccccc3o2)cc1	12.6	-2.5	-13.8	3.8	1.5	-5.4	6.1	-12.5	-1.8
CCOC(=O)CSc1nc2cc(C(=O)OC)ccc2c(=O)n1CCN1CCOCC1	0.1	0.1	0.2	3.5	0.7	8.8	0.7	-3.9	9.2
CC1CCC(NC(=O)C2CCN(c3nc4ccccc4s3)CC2)CC1 (configuration not stated)	1.7	-16.6	4.2	-1.2	0.9	-1.8	1.1	1.2	4.4
COc1ccccc1C(=O)OCn1nnc2ccccc2c1=O	0.8	-6.2	3.0	-3.6	3.3	-4.6	0.4	2.4	0.2
Cc1cccc(C)c1NC(=O)CS(=O)CC(=O)NC1CCCc2ccccc21 (configuration not stated)	0.1	2.4	-1.9	0.5	-1.1	-4.5	0.4	-0.3	1.6
CCO[C@H]1OC(C(=O)NC2CC2)=C[C@@H](c2ccc(C(F)(F)F)cc2)[C@@H]1CCCO	8.2	3.0	-0.2	18.5	-0.8	-0.2	1.3	3.1	-5.5
O=C(NCc1ccncc1)c1ccc2nc(Cc3ccccc3F)oc2c1	8.6	-7.5	-1.0	9.4	4.8	3.6	9.8	-2.8	13.3

No enrichment for hits (roughly 2.7% active in at least one column).
